# PAX8 inh HTS – inhibitors of PAX8-driven TPO luciferase reporter, primary screen, RMG-I cells, single concentration; SteadyGlo, 24 h; inhibition, % at 12.6 µM; hit rate 1.2% among 360,000; AID 652154, 2013;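 active means mean replicate inhibition at least 60% with every replicate also reaching 60%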;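 further: luciferase light reporting Pax8 driven TPO promoter activity; plate controls were median of neutral control wells for no effect and mitoxantrone controls for full effect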
# Cneo AK release – Cryptococcus neoformans cell lysis inducers, primary screen, AK release luminescence, single concentration | C. neoformans lysis, adenylate kinase release luminescence, 4 h; normalised: neutral wells 0, clomiphene wells 100 | lysis activity, % at 15 µM | hit rate 0.2% among 360,000;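 active means mean lysis activity across replicates of at least 80%, whatever share of replicates individually reach that level; inactive means mean lysis activity below 80%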
#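 read-out = cell lysis signal | test system = log-phase Cryptococcus neoformans yeast cells | input = cells at 5 × 10^6 per mL | medium = fresh YPD growth medium | signal = luminescent adenylate kinase detection reagent | timing = 4 h at 37 °C static, read 1 h later | dosing = single dose | controls = Clomiphene as positive lysis control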
# ARNT TACC3 PPI – disruptors of ARNT/TACC3 protein interaction, primary screen, biochemical, AlphaScreen, single concentration. Transforming acidic coiled-coil-containing protein 3 (Homo sapiens), Q9Y6A5. AlphaScreen His-ARNT PAS-B/GST-TACC3 binding, luminescence; TACC3 fragment carries E629A point mutation. inhibition, % at 9.99 µM. hit rate 0.66% among 390,000. AID 623870, 2012;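 active means mean inhibition of replicates at least 50% and at least half of replicates each reaching 50%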;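 further: 0% = complete ARNT plus TACC3 wells and 100% = ARNT alone without TACC3; many hits fall short of the cut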
# LGR2 antag – inhibitors of bursicon-induced LGR2 CRE-luciferase signal, primary screen, cell-based, HEK293, CRE-luciferase reporter, bursicon stimulation; Drosophila bursicon receptor LGR2 (rickets); bursicon-stimulated, 4 h; inhibition, % at 9.99 µM; hit rate 0.35% among 380,000; AID 720647, 2013;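 active means drop in luminescence signal, shown as inhibition above about 50% in the replicate tests, limit read from the data, passing the limit was not always enough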;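 further: agonist challenge used bursicon conditioned medium at about half maximal strength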
# PglD inh – C. jejuni PglD acetyltransferase inhibitors, primary screen, biochemical, DTNB colorimetric, single point; UDP-N-acetylbacillosamine N-acetyltransferase PglD (Campylobacter jejuni); hit rate 0.098% among 360,000; purified PglD enzyme, DTNB colorimetric CoA detection; inhibition, % at 12.5 µM; AID 602405, 2012; in the data active means inhibition above about 16%, passing the limit was not always enough; further: strong numbers were not always called active
# Statin myotox sup – suppressors of statin myotoxicity in C2C12 myotubes, primary screen, cell-based, single point, plate reader; C2C12 myotubes + simvastatin, ATP luminescence, 48 h; scaled: DMSO 0, geranylgeraniol control 100; rescue of ATP level, % at 7.49 µM; hit rate 0.78% among 330,000; AID 602340, 2012;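 active means mean ATP rescue above about 67%, or every replicate alone reaching that limit, limit read from the data, passing the limit was not always enough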;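 further: myotubes were challenged with 10 µM simvastatin during compound exposure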
# INS-1E GSIS act – GLuc luminescence reporter in INS-1E cells, primary screen for activators of glucose-dependent secretion of insulin | INS-1E GLuc reporter insulin secretion, 2-3 h | activation, % at 16.6 µM | hit rate 0.61% among 370,000;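 active means lowest replicate activation of at least 40%, so every replicate reaches that level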;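 further: 0% = median of neutral control wells and 100% = median of IBMX positive control wells; some compounds called inactive have numbers as strong as hits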
# PGC1a acetyl inh – inhibitors of PGC1a acetylation signal, primary screen, cell-based, U2OS, AlphaScreen, inhibitor mode. inhibition, % at 15.6 µM. AlphaScreen anti-acetyl-lysine; with virally co-expressed GCN5 acetyltransferase. AID 651687, 2012. hit rate 0.17% among 350,000;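 active means every replicate shows inhibition of at least 40%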;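 further: 0% = neutral control wells and 100% = positive control wells; some results beyond the cut were filed as inactive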
# An asterisk follows results filed as active; / = not tested or not shown.
No.	SMILES	PglD inh	INS-1E GSIS act	ARNT TACC3 PPI	PGC1a acetyl inh	Statin myotox sup	LGR2 antag	Cneo AK release	PAX8 inh HTS
1	COc1ccc(N(CC(=O)N2CCN(C)CC2)S(=O)(=O)c2ccccc2)cc1	0	7	0	/	-3	8	6	1
2	CCOc1ccc(CCNC(=O)CS(=O)Cc2nc(-c3ccccc3C)oc2C)cc1OCC (stereo unspecified)	-2	8	-5	6	6	-11	4	20
3	C/C=C/c1ccc([C@@H]2[C@@H](CO)N(c3nc(-c4ccccc4)cs3)[C@H]2C#N)cc1	/	-8	/	4	/	-9	/	-4
4	O=C(NCCc1nc2ccccc2[nH]1)/C(=C/c1ccco1)NC(=O)c1ccc(Br)o1	-4	-12	1	7	-5	0	-1	3
5	CC(C)NC(=O)Nc1ccc2c(c1)CC(=O)N([C@@H](C)CO)C[C@@H](C)[C@H](CN(C)Cc1ccc(Cl)c(Cl)c1)O2	1	-14	1	5	-7	5	3	37
6	O=S(=O)(Cc1ccccc1)N1CCCCN2[C@H](CO)[C@@H](c3ccc(-c4ccccc4)cc3)[C@@H]2C1	6	-30	15	-9	/	9	-1	0
7	Cc1noc(C)c1S(=O)(=O)Nc1cccc2c1O[C@@H](CN(C)S(=O)(=O)c1ccc(Cl)cc1)[C@@H](C)CN([C@H](C)CO)C2=O	-2	-18	-4	3	-13	22	0	/
8	C[C@H](CO)N1C[C@H](C)[C@@H](CN(C)CC2CCCCC2)OCCCC[C@H](C)Oc2ccc(NC(=O)CCC(F)(F)F)cc2C1=O	-3	4	-7	5	/	8	-1	-19
9	CO[C@H]1CN(C)C(=O)c2cc(NC(=O)Nc3ccccc3F)ccc2OC[C@H](C)N(C(C)=O)C[C@H]1C	-3	-15	-2	2	0	1	0	4
10	CC(C)c1ccc(C(=O)OCC(=O)Nc2cccc(S(=O)(=O)NC3=NCCC3)c2)cc1	3	-12	/	18	-4	9	6	-10
11	CCCCn1c(=N)n(CCOc2ccc(C)cc2)c2ccccc21	/	-13	-1	/	/	-18	/	-14
12	O=c1cc(CN2CCCCC2)c2ccccc2o1	-1	2	/	9	2	-6	0	-4
13	COc1ccccc1-c1cc(C(F)(F)F)n2ncc(C(=O)N3CCc4ccccc4C3)c2n1	-2	7	5	/	4	13	-1	12
14	Cc1ccc2c(CC(=O)NC3=NCCS3)coc2c1	1	/	0	-4	-13	/	0	/
15	Cc1ccnc2c1ccc1ccccc12	-2	1	-9	-12	5	-18	-1	0
16	O=C1/C(=C\c2cc(Br)cc(Br)c2O)SC(=S)N1Cc1ccccc1	-1	/	-4	/	-15	/	0	/
17	COc1ccccc1CNc1ccc2nnc(CCNC(=O)c3ccccc3)n2n1	/	7	-5	/	/	1	/	-4
18	CCC(NS(=O)(=O)c1cnn(CC)c1)c1ccccc1 (stereo unspecified)	-1	-7	-2	0	7	32	0	2
19	O=C(CNC(=O)C12CC3CC(CC(C3)C1)C2)NCc1ccccc1	5	-1	-7	/	3	7	0	5
20	COc1cccc(CNC(=O)C[C@@H]2CC[C@@H](NC(=O)C3CC3)[C@@H](CO)O2)c1	2	6	1	-6	-2	-1	0	1
21	O=C(NC(NC(=S)N1CCOCC1)C(Cl)(Cl)Cl)c1ccc(Cl)cc1 (stereo unspecified)	-4	-19	-1	0	/	-9	2	18
22	CC(=O)N1N=C(c2ccncc2)OC12CCCCC2	3	/	-2	-25	52	/	0	/
23	CN(CC(=O)Nc1cccc(Cl)c1)S(=O)(=O)c1ccc2c(c1)n(C)c(=O)c(=O)n2C	3	19	0	-2	-3	3	0	-3
24	CCOC(=O)N(C)C[C@@H]1OCc2ccccc2-c2c(n(C)c3ccccc23)C(=O)N([C@H](C)CO)C[C@@H]1C	1	-6	5	1	-19	2	-2	/
25	O=C(NCCC(=O)N1CCN(S(=O)(=O)c2ccc(F)cc2)CC1)Nc1ccccc1	-2	6	-4	2	-6	/	-3	-7
26	CC(C)(C)NC(=O)C(c1ccccc1)N(C(=O)CNC(=O)c1cccs1)c1cccnc1 (stereo unspecified)	-3	1	-2	/	-5	1	-3	1
27	C[C@@H]1CCCCO[C@H](CN(C)S(=O)(=O)c2cn(C)cn2)[C@H](C)CN([C@@H](C)CO)C(=O)c2cc(NS(=O)(=O)c3ccc(Cl)cc3)ccc2O1	3	-18	-3	-16	/	5	-4	7
28	Cc1ccc(-c2nnc(NC(=O)c3c(F)cccc3Cl)s2)cc1	0	/	/	-3	-4	-15	1	-33
29	CC(C)c1cn(CC[C@@H]2CC[C@@H](NC(=O)C3CC3)[C@@H](CO)O2)nn1	1	-6	-3	4	15	-13	-17	-1
30	COc1ccccc1-n1c(SCC(=O)NC(C)(C)C)nc(O)cc1=O	5	-7	-12	-1	-12	4	-2	/
31	Cc1cccc(OCC(=O)Nc2ccccc2N2CCN(C(=O)C(C)C)CC2)c1C	-1	/	-1	2	2	/	17	2
32	CCCCc1nc2sc3c(SCCN(C)C)ncnc3c2c2c1CCC2	/	4	13	-1	/	-6	/	0
33	O=C(O)CCNC(=O)COc1ccc2c3c(c(=O)oc2c1)CCCC3	1	/	0	/	6	0	1	-7
34	O=C(CSC1CN(C(c2ccccc2)c2ccccc2)C1)N/N=C/c1ccccc1	/	-14	6	/	13	15	/	-7
35	CS(=O)(=O)c1ccc(Cl)c(NC(=O)COC(=O)COc2ccc3c(c2)CCC3)c1	/	32	-4	/	-10	1	/	-11
36	C[C@@H]1CN([C@@H](C)CO)C(=O)Cc2cc(NC(=O)Cc3ccccc3)ccc2O[C@H]1CN(C)Cc1ccc(C(=O)Nc2ccccc2N)cc1	/	0	/	-3	/	-4	/	-7
37	COc1ccc(NC(=O)N(C)C[C@@H]2Oc3ccc(NS(=O)(=O)c4ccccc4)cc3CC(=O)N([C@@H](C)CO)C[C@H]2C)cc1	/	5	/	3	-20	-15	/	/
38	COC(=O)C1CC(=O)N(c2ccc(C)cc2)C1 (stereo unspecified)	/	-4	12	5	3	8	/	7
39	C[C@H]1CCCCO[C@@H](CN(C)S(=O)(=O)c2cccs2)[C@@H](C)CN([C@@H](C)CO)C(=O)c2cc(NS(=O)(=O)c3ccc(Cl)cc3)ccc2O1	-2	-11	33	-6	/	11	-1	79*
40	CCc1cccc(C)c1NC(=O)c1ccccc1	/	3	0	5	/	7	/	7

# Quoted from above: compounds 13 to 16
No.	SMILES	PglD inh	INS-1E GSIS act	ARNT TACC3 PPI	PGC1a acetyl inh	Statin myotox sup	LGR2 antag	Cneo AK release	PAX8 inh HTS
13	COc1ccccc1-c1cc(C(F)(F)F)n2ncc(C(=O)N3CCc4ccccc4C3)c2n1	-2	7	5	/	4	13	-1	12
14	Cc1ccc2c(CC(=O)NC3=NCCS3)coc2c1	1	/	0	-4	-13	/	0	/
15	Cc1ccnc2c1ccc1ccccc12	-2	1	-9	-12	5	-18	-1	0
16	O=C1/C(=C\c2cc(Br)cc(Br)c2O)SC(=S)N1Cc1ccccc1	-1	/	-4	/	-15	/	0	/

# Additional structures
No.	SMILES	PglD inh	INS-1E GSIS act	ARNT TACC3 PPI	PGC1a acetyl inh	Statin myotox sup	LGR2 antag	Cneo AK release	PAX8 inh HTS
41	Cc1cc(OC(C)C(=O)NC2CC(C)(C)NC(C)(C)C2)c2c(C)cc(=O)oc2c1 (stereo unspecified)	1	17	-2	/	-1	15	1	-9
42	Cc1ccc(NC(=O)c2ccc3c(c2)[nH]c(=O)n3C(C)C)cc1	/	3	1	-13	-22	/	/	-9
43	NC(=O)c1ccc(NC(=O)COC(=O)CCC2CCCCC2)cc1	0	-8	6	1	-4	19	2	-5
44	COc1ccc(Cc2nnc(NC(=O)C3CC(=O)N(c4ccccc4)C3)s2)cc1OC (stereo unspecified)	1	1	/	1	8	-2	1	0
45	CN(CC(=O)Nc1ccc(Cl)c(C(F)(F)F)c1)C(=O)C1CC(=O)N(CCc2ccccc2)C1 (stereo unspecified)	1	-75	1	-8	-14	4	/	4
46	Cc1ccc(NC(=O)c2cc(CC(C)C)nc3ccccc23)cc1	1	-9	-19	-4	6	24	8	38
47	COc1ccc(-c2ccc([C@H]3[C@H](C#N)N(C(=O)C4CC4)[C@H]3CO)cc2)cc1	3	1	24	-6	-2	9	3	3
48	COC(=O)Cn1cc(C(=O)OC)c2ccccc21	2	/	-45	-18	98*	/	-5	/
49	CCOC(=O)/C=C/c1ccccc1S(=O)(=O)NC(C)(C)C	7	5	/	/	-3	-10	-4	-3
50	CCN(Cc1ccccc1)S(=O)(=O)c1ccc(F)cc1	-3	/	-1	/	8	5	1	5
51	NC(=O)c1ccc([N+](=O)[O-])cc1SCc1ccccc1	-2	/	-6	-1	32	/	1	/
52	COc1cccc(CNc2nc3cc(-c4ccccc4CO)sc3c(=O)n2C)c1	-4	-21	/	/	7	-20	2	14
53	COc1cc(CN2C(=O)C(CCc3ccccc3)ON=C2c2cnccn2)cc(OC)c1 (stereo unspecified)	1	-17	/	/	-8	-12	-2	19
54	CCCC[C@]12CCCC(=O)N1CCc1c2[nH]c2ccccc12	-2	/	1	-3	/	/	-10	13
55	O=C(NC1CCCC1)C(c1ccc(F)cc1)N(Cc1ccc(Cl)cc1)C(=O)CCl (stereo unspecified)	6	-32	/	/	/	7	5	7
56	Cc1nnc2nc(-c3ccccc3)nc(-c3ccccc3)n12	2	20	0	/	3	0	-1	2
57	CN(Cc1ccc(OC(F)F)cc1)C(=O)C1CCN(S(=O)(=O)c2ccc3c(c2)OCCO3)CC1	4	-10	-13	-3	2	2	0	19
58	O=C(COC(=O)c1ccc2c(c1)OCO2)Nc1ccccc1OC(F)F	1	3	-8	8	-4	4	6	-1
59	CCOc1ccccc1NC(=O)CSc1ccc([N+](=O)[O-])cc1	2	8	5	/	7	/	2	-1
60	C[C@H](CO)N1C[C@H](C)[C@@H](CN(C)S(C)(=O)=O)Oc2ncc(C#CC3CCCC3)cc2C1=O	11	-9	-3	4	2	10	-1	/
61	CCOc1ccc(C2C3=C(CCCC3=O)Nc3nc(C(F)(F)F)nn32)cc1OC (stereo unspecified)	-5	/	-4	-5	17	/	0	/
62	N#Cc1sc2nc(-c3ccccc3)cc(-c3ccco3)c2c1N	4	/	0	7	/	/	-3	-11
63	Clc1ccc(C=Cc2ccccn2)c(Cl)c1	-3	/	1	8	-5	-17	-2	-98
64	COc1ccc(/C=C(/NC(=O)c2cccc([N+](=O)[O-])c2)C(=O)O)cc1	/	3	3	/	/	-5	/	2
65	COc1ccc(-c2cn(-c3ccccc3)nc2C(=O)O)cc1OC	-5	11	-3	-4	3	-12	-2	-8
66	COc1ccc(CC(=O)Nc2cc(Cl)ccc2N2CCCC2)cc1	-1	0	0	/	-4	3	3	-2
67	Cc1ccc(OCc2cc(C(=O)NC(C)Cc3cccnc3)no2)cc1C (stereo unspecified)	4	5	2	-6	12	-51	-1	-182
68	CN(Cc1ccc(F)cc1Cl)S(=O)(=O)c1cccs1	-6	-3	-5	14	-43	-13	-3	-24
69	CCc1cc(C(=O)N/N=C/c2ccc(O)cc2)c2ccccc2n1	-1	37	14	15	-2	0	-1	10
70	COc1ccc(S(=O)(=O)N2CCC(NC(=O)N3CCOCC3)CC2)cc1	/	10	-5	-8	/	13	/	2
